# Assay outcomes from PubChem.
# ASAP1 inh – inhibitors of human ASAP1 ArfGAP activity, primary screen, biochemical, fluorescence polarization | Arf-GAP with SH3 domain, ANK repeat and PH domain-containing protein 1 (Homo sapiens), … | ASAP1-stimulated ARF1 GTP hydrolysis, GDP FP detection | inhibition, % at 16.5 µM | 360,000 tested, 0.19% active | AID 624377, 2012; in the data active = inhibition above about 25%;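 also: 0% = vehicle with enzyme and substrate and 100% = no enzyme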
# Target sequence (Q9ULH1 325-724 limits assumed): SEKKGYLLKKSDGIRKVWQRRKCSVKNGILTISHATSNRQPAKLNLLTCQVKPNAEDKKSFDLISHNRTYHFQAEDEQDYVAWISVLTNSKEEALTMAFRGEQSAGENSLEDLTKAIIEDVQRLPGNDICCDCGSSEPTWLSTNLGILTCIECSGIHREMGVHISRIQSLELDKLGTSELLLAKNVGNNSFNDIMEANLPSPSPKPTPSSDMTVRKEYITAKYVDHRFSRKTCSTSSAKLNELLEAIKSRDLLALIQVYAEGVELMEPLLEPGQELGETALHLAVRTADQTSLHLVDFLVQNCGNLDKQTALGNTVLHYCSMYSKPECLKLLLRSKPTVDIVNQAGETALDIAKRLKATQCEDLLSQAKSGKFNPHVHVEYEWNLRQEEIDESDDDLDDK
# ARFGAP1 inhibitor – inhibitors of rat ARFGAP1 GAP activity, primary screen, biochemical, fluorescence polarization, GDP tracer. inhibition, % at 16.5 µM. Arfgap1-stimulated ARF1 GTP hydrolysis, GDP FP detection. ADP-ribosylation factor GTPase-activating protein 1 (Rattus norvegicus), Q62848. 360,000 tested, 0.26% active;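 active = inhibition above a per-plate limit, mean inhibition of low control wells plus 3 SD, cut at about 25% in these data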;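 also: 0% = DMSO wells with enzyme and 100% = wells lacking Arfgap1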
# Target sequence (Q62848 1-136 limits assumed): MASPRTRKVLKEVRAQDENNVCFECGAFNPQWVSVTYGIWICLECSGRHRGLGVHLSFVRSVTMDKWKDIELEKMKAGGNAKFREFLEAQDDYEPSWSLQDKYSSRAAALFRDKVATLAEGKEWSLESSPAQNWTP
#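 System: truncated rat Arfgap1 GAP domain / Benchmarks: high control wells lacking Arfgap1, low control full reaction with DMSO / Times: compound-enzyme preincubation 20 min, reaction 120 min, detection 60 min, 25 °C / Repeats: one replicate per compound / Also added: human ARF1(Δ1-17)-GTP substrate / Measured by: Tracer-displacement fluorescence polarization with EDTA stop, 620/688 nm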
# TDP2 absorb – human TDP2 enzyme inhibitors, primary screen, biochemical, epi absorbance, recombinant enzyme; inhibition, % at 12.8 µM; T5PNP hydrolysis, p-nitrophenol absorbance 415 nm; 370,000 tested, 0.34% active; AID 720702, 2013; Tyrosyl-DNA phosphodiesterase 2 (Homo sapiens), O95551;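 active = inhibition above the mean of all tested compounds plus 3 SD, set per campaign, cut at about 25% in these data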;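 also: 0% = DMSO with enzyme and 100% = buffer with substrate but no TDP2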
# Target sequence (O95551 whole entry, looked up): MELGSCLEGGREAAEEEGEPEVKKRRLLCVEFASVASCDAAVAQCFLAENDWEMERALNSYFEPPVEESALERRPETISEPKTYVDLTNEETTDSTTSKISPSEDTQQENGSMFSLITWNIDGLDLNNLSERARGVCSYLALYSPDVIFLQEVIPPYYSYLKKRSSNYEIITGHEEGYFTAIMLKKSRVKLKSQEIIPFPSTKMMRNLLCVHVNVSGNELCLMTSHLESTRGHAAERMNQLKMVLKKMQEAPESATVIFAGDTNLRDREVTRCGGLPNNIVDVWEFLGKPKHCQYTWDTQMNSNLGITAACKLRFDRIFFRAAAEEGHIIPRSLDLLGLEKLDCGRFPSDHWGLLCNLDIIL
#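 Test system: human TDP2 enzyme; Input: 120 nM TDP2 per well; Buffer or medium: Mg2+-containing Tris-HCl buffer, pH 7.5; Reagent: 5 mM T5PNP; Dosing: 12.8 µM single point, 1% DMSO; Incubation: reaction 2 h, 37 °C; Detection: p-Nitrophenol epi absorbance; Read-out: % inhibition relative to enzyme-containing and enzyme-free wells; Replicates: single well per compound.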
# ADAM10 inh – human ADAM10 inhibitors, primary screen, biochemical, QFRET, HTS; recombinant ADAM10, EDANS/DABCYL FRET peptide cleavage, 3 h; inhibition, % at 7 µM; 370,000 tested, 0.62% active;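 active = inhibition above a per-campaign cutoff equal to the mean of compounds falling between control-based bounds plus 3 SD, cut at about 20% in these data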;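 also: 0% = DMSO wells while the 100% control is not disclosed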
# LEDGF integ inh – blockers of LEDGF/p75-dependent integrase strand transfer – biochemical, TR-FRET, high throughput, primary screen. HIV-1 integrase (with human LEDGF/p75). TR-FRET IN-LEDGF/p75 DNA integration, Eu/Cy5. inhibition, % at 3.7 µM. 370,000 tested, 0.64% active. AID 743269, 2014;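 active = inhibition above the screen-wide mean plus 3 SD, cut at about 13% in these data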;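 also: signal is the Cy5 over europium emission ratio at 671 and 618 nm; 0% = plate median of compound wells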
# DDE Tn6 FP inh – inhibitors of Tn6 peptide binding to fibrin DD(E), primary screen, biochemical, fluorescence polarization, human fibrin, Tn6 probe; Fibrin DD(E) TRITC-Tn6 fluorescence polarization displacement; inhibition, % at 8.3 µM; 370,000 tested, 0.21% active;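 active = inhibition above a per-campaign cutoff: mean of compounds within control limits plus 3 SD, cut at about 15% in these data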;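 also: 0% = median of all compound wells on the plate and 100% = blocking peptide control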
# ADAM17 inh – ADAM17 inhibitors, primary screen, biochemical, QFRET | recombinant ADAM17, EDANS/DABCYL FRET peptide cleavage | inhibition, % at 6.95 µM | 370,000 tested, 0.83% active | Disintegrin and metalloproteinase domain-containing protein 17 (Homo sapiens), P78536;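 active = inhibition above the mean of compounds lying between control limits plus 3 SD, set per campaign, cut at about 8.5% in these data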;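 also: 0% = DMSO-only wells as the low control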
# PLCg1 inh – PLC-gamma1 enzyme inhibitors, primary screen, biochemical, fluorescence, purified enzyme | 1-phosphatidylinositol 4,5-bisphosphate phosphodiesterase gamma-1 (Homo sapiens), P19174 | fluorogenic substrate | inhibition, % at 12.2 µM | 370,000 tested, 0.84% active; in the data active = inhibition above about 9.5%
# Tn7 DDE FP – inhibitors of Tn7 peptide binding to fibrin DD(E), primary screen, biochemical, fluorescence polarization, human fibrin, Tn7 probe. inhibition, % at 8.3 µM. Fibrinogen beta chain (Homo sapiens), P02675. 370,000 tested, 0.13% active. FP displacement of FITC-Tn7 peptide from fibrin DD(E); 0% = median of compound wells per plate;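 active = inhibition above the mean of compounds falling within the control limits plus 3 SD of them, cut at about 14% in these data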;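 also: 0% = plate median of compound wells and 100% = 10 µM Aha-Tn7 peptide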
#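 Also added: labelled Tn7 tracer, 0.1 µM; Assay system: human fibrin DD(E) protein; Amount: 2 µM fibrin DD(E); Schedule: 10 min compound pre-incubation, 3 h probe incubation at room temperature; Repeats: one replicate per compound; Read-out basis: percent inhibition; Measured by: fluorescence polarization of the labelled Tn7 tracer.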
# KLK7 zymogen act – proKLK7 zymogen activators, primary screen, biochemical, fluorescence intensity; AID 652039, 2013; Kallikrein-7 (Homo sapiens), P49862; activation, % at 7 µM; 370,000 tested, 0.9% active; purified proKLK7, EDANS-DABCYL substrate fluorescence; 100% is mature enzyme control, 0% vehicle;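 active = activation above the mean of all tested compounds plus 3 SD, computed per campaign excluding outliers beyond control limits, cut at about 13% in these data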
# Starred values were filed as active, the others as inactive; i = inactive; / = not tested or not shown.
SMILES,ASAP1 inh,ARFGAP1 inhibitor,TDP2 absorb,ADAM10 inh,LEDGF integ inh,DDE Tn6 FP inh,ADAM17 inh,PLCg1 inh,Tn7 DDE FP,KLK7 zymogen act
COc1ccccc1-c1csc(C(NC(C)=O)c2ccccc2)n1 (configuration not stated),-5,-2,-2,-10,-1,0,-4,1,-1,-0.2
CC(=O)Nc1ccc(SCCC2CCCCN2C)cc1 (configuration not stated),-17,-2,-9,14,-2,-2,-2,4,1,0.0
CS(=O)(=O)Nc1ccc(C2=NN(S(C)(=O)=O)C(c3ccccc3)C2)cc1 (configuration not stated),-1,-6,-4,i,0,1,-211,-21,12,-13
CCOC(=O)C1(C)CCCN(C(=O)c2snnc2C)C1 (configuration not stated),6,-14,0,-1,2,3,1,1,-4,0.1
CCCOC(=O)C1=C(C)N(C)C(=O)NC1c1cc2c(cc1[N+](=O)[O-])OCO2 (configuration not stated),6,7,10,-67,3,-3,-27,-64,-2,9.9
CCOC(=O)N1CCN(C(=O)CNC(=O)c2nn(-c3ccc(OC)c(OC)c3)c(=O)c3ccccc23)CC1,3,12,6,-4,-2,4,-1,-2,-2,0.8
CC(=O)NCC1(O)CCCC(C)C1 (configuration not stated),10,-9,1,-8,2,2,-5,-2,8,0.0
Cc1ncc2c(c1OC(=O)c1ccc([N+](=O)[O-])cc1)COC(C)(C)OC2,3,-6,-2,-16,3,5,-8,-1,-2,0.7
COc1ccc2nc(N=NC3=C(O)CC(C)(C)CC3=O)sc2c1,4,1,-6,-4,-3,-2,-1,1,1,0.0
CCCC(=O)Nc1cc(C)c(NC(=O)Cc2ccccc2)cn1,-1,-12,3,-7,1,7,-6,-2,4,0.0
CC(C)CNC(=O)c1c2c(nc3ccccc13)-c1ccccc1CC2,-18,7,7,-94,0,8,-33,-4,-5,0.5
O=S(=O)(c1cccc(-c2nnc(-c3ccc(Br)cc3)o2)c1)N1CCCCCC1,-2,-7,4,-2,3,-2,1,3,2,-0.3
Cc1ccccc1S(=O)Cc1ccc(C(=O)NC2CCN(Cc3ccccc3)CC2)o1 (configuration not stated),-9,-4,4,-2,-1,-10,-1,-1,14*,0.1
COc1c2ccoc2c(OC[C@@H](OC(C)=O)C(C)(C)O)c2oc(=O)ccc12,4,12,3,-69,-2,-4,-21,-26,-1,-1.2
COc1ccccc1C(=O)NCC1CCN(c2ccc(S(=O)(=O)N3CCOCC3)cc2)CC1,-1,1,14,4,-3,1,-2,-1,4,-0.2
CNC(=O)NC(=O)CSc1nc2ccccc2n1CCOC,-5,1,8,-5,-1,-4,-2,4,3,0.4
COc1ccc([C@H]2OC(=O)C[C@H]2C(=O)N2CCN(c3ccccc3Cl)CC2)cc1OC,/,/,-11,-8,0,1,0,-3,3,-0.6
CC(=O)Nc1ccc(-c2ccnc3c2CC(C(=O)Nc2ccc4c(c2)OCO4)O3)cc1 (configuration not stated),-2,14,2,-15,1,2,-4,0,3,0.7
CC(=O)/C(=C\N(C)C)Sc1ccc(Cl)cc1,-9,-4,13,-8,2,-2,-2,-1,-4,0.1
CN(C)CCCNc1nc2cc(-c3ccn[nH]3)sc2c(=O)n1C,-10,-7,-2,-18,2,3,-7,2,-6,0.5
COc1ccc(C(C)=O)cc1CN1C(=O)C(C)ON=C1c1ncccc1C (configuration not stated),10,1,3,-11,-2,-3,0,4,4,0.1
CN(C)CCNC(=O)NC(=O)c1ccc(Cl)cc1,-2,-11,12,-3,-1,-4,1,0,6,-0.5
O=C(NC1CCN(Cc2ccc3ccccc3c2)CC1)c1ccccc1,-4,7,-13,-6,-2,4,-1,2,4,0.2
O=C(COc1ccc(/C=N/NC(=O)c2cccnc2)cc1)Nc1ccccc1,6,9,15,5,3,-6,1,1,-4,-3.3
CCOC(=O)Cc1csc(N/C(=N/S(=O)(=O)c2ccc(Cl)cc2)c2ccccc2)n1,-4,-3,-8,1,-2,6,2,0,2,-0.2
COc1ccccc1N(CC(=O)NCCSCc1cccc(Cl)c1)S(C)(=O)=O,-11,0,11,7,-2,2,-1,6,4,-0.1
CCCn1c(SCC(=O)NCc2ccc(OC)cc2)n[nH]c1=O,3,8,4,-4,0,-6,-5,0,-5,-0.2
CC(=O)NCCNC(=O)c1ccc(CSc2ccc(Cl)cc2)cc1,-6,-5,5,-1,-3,3,2,-1,0,0.0
Cc1ccc(S(=O)(=O)n2c(CN3CCCC(C)C3)nc3ccccc32)cc1 (configuration not stated),-1,-4,15,-4,0,8,-2,-7,0,-1.4
COc1ccccc1NNC(=O)c1cc(C(C)(C)C)nn1Cc1ccccc1,-5,13,-18,-3,-6,-11,5,1,-9,0.9
CCN(CC)CCNC(CC(=O)Nc1ccc(Cl)cc1Cl)C(=O)O (configuration not stated),-5,8,2,1,-2,1,-8,-2,0,0.4
CC(C(=O)O)c1ccc(N2Cc3ccccc3C2=O)cc1 (configuration not stated),1,-8,1,-4,1,-1,-6,-5,6,0.1
CC(C)c1ccc(NC(=O)c2ccc(Br)o2)cc1,-13,-7,-2,0,4,-1,0,-2,1,0.1
CCOC(=O)C1=CN(Cc2ccco2)S(=O)(=O)N(CC)C1c1cccc(OC)c1 (configuration not stated),-4,1,5,3,4,-6,1,-5,-2,-0.6
COc1ccccc1C(=O)OCCCN=C1NS(=O)(=O)c2ccccc21,7,3,3,3,1,9,1,2,-1,0.9
Cc1cc(C)cc(NC(=O)CSc2nnc(C3CC3)n2CC2CCCO2)c1 (configuration not stated),1,8,21,0,0,-2,-2,0,2,-0.7
Cc1cccc(C(=O)NNC(=O)c2ccc(F)cc2)c1,8,-9,6,5,-4,1,-6,-1,-5,-0.4
COc1ccc(CCC(C)NCc2ccc(F)cc2)cc1 (configuration not stated),4,5,8,-1,-3,1,-6,-1,3,-0.2
CC(C)CC(O)(c1ccccc1)C(CN1CCOCC1)c1ccccc1 (configuration not stated),-6,3,-3,3,1,-1,1,0,7,-0.2
COc1ccc2c(c1)NC(=O)CC(c1ccccc1)=N2,0,0,7,7,2,-6,3,5,0,0.0

# Overlap with the part before: 2 compounds; new compounds follow.
SMILES,ASAP1 inh,ARFGAP1 inhibitor,TDP2 absorb,ADAM10 inh,LEDGF integ inh,DDE Tn6 FP inh,ADAM17 inh,PLCg1 inh,Tn7 DDE FP,KLK7 zymogen act
CC(C)CC(O)(c1ccccc1)C(CN1CCOCC1)c1ccccc1 (configuration not stated),-6,3,-3,3,1,-1,1,0,7,-0.2
COc1ccc2c(c1)NC(=O)CC(c1ccccc1)=N2,0,0,7,7,2,-6,3,5,0,0.0
O=C(Nc1c2c(nn1-c1ccc(F)cc1)CS(=O)C2)c1ccc(S(=O)(=O)N2CCOCC2)cc1 (configuration not stated),5,-4,11,1,-1,3,1,-1,8,0.1
CN(C(=O)CN1C(=O)/C(=C/c2ccccc2F)SC1=S)C1CCS(=O)(=O)C1 (configuration not stated),7,-10,3,3,2,0,-2,3,-6,-0.4
CC(=O)Nc1sc(N/N=C/c2ccc(C)cc2)nc1-c1ccc(C)cc1,-8,-2,11,1,2,4,-2,-5,-3,-0.6
N/C(=N\OC(=O)c1ccc2c(c1)OCO2)c1ccc([N+](=O)[O-])cc1,5,-7,7,-2,3,6,1,3,-4,0.2
O=C(NCc1ccccn1)c1[nH]c(C(F)(F)F)nc1-c1ccccc1,-3,-3,1,-12,4,0,-6,-2,-4,0.3
CC1(C(=O)Nc2ccc3c(c2)OCCO3)CCN1C(=O)C1(c2ccccc2)CC1 (configuration not stated),-2,2,5,7,0,5,-1,-1,0,-0.7
CCN(CC)CCNC(=O)c1cc2c(=O)n(C)c3ccccc3c2n1C,4,-3,-3,-93,3,8,-26,-13,3,1.6
COc1cc(C2SCC(=O)N2CCN2CCCCC2)ccc1O (configuration not stated),10,0,0,-1,-1,8,-2,-5,1,0.8
COC(=O)c1sccc1-c1ccc(C(=O)Nc2cccnc2)o1,1,1,-1,-15,1,7,-1,-12,-1,1.1
CC(C)Cc1cc(C(=O)NCc2cccnc2)no1,13,-8,-4,0,3,0,-2,1,2,-0.6
CC1=C(c2ccccc2)C(=S)NC(C)(C)C1,9,10,4,8,3,-7,0,3,2,-0.2
CS(=O)(=O)N(CC(=O)NCC1CCCO1)c1ccc(Cl)c(Cl)c1 (configuration not stated),-8,-9,-14,2,5,-1,2,4,1,0.4
COC(=O)c1ccc2nc(-c3cccc(Br)c3)c(Cc3cccc(Cl)c3)n2c1,1,-1,2,-25,-1,3,3,-21,-1,-1.3
Cc1cc(S(=O)(=O)N2CCOCC2)ccc1OCC(=O)N1CCC(C(N)=O)CC1,10,-8,14,-8,1,1,-1,0,-3,-0.2
COc1ccc(-n2cc(-c3ccccc3)c3c(NCCOCCO)ncnc32)cc1,-2,4,4,-3,-7,5,-1,-7,0,0.9

# Ordered by molecular weight (ascending): some entries from above.
SMILES,ASAP1 inh,ARFGAP1 inhibitor,TDP2 absorb,ADAM10 inh,LEDGF integ inh,DDE Tn6 FP inh,ADAM17 inh,PLCg1 inh,Tn7 DDE FP,KLK7 zymogen act
CC1=C(c2ccccc2)C(=S)NC(C)(C)C1,9,10,4,8,3,-7,0,3,2,-0.2
Cc1cc(S(=O)(=O)N2CCOCC2)ccc1OCC(=O)N1CCC(C(N)=O)CC1,10,-8,14,-8,1,1,-1,0,-3,-0.2
COC(=O)c1ccc2nc(-c3cccc(Br)c3)c(Cc3cccc(Cl)c3)n2c1,1,-1,2,-25,-1,3,3,-21,-1,-1.3
